# Compound activity from PubChem.
# SENP1 FRET inh – blocks the human SENP1 SUMO protease catalytic domain. recombinant SENP1 catalytic domain, CyPet-SUMO1-YPet FRET cleavage. 360,000 tested, 0.21% active. inhibition, % at 10 µM;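 active means inhibition at least 30% at 10 µM, raw YFP signal under a set limit, fluorescence ratio 0.5 to 1.5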;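 further: 0% = enzyme with DMSO and 100% = no enzyme wells; some results filed as inactive read as strong as hits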
#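 Controls: no-enzyme wells low, DMSO-plus-enzyme wells high control. Test system: human recombinant His6-tagged SENP1 catalytic domain enzyme. Reagent: SFCypet-SUMO1-SFYpet FRET protein substrate, 25 nM final. Doses: one dose per compound, 10 µM, 0.5% DMSO. Detection: FRET, CFP and YFP emission. Timing: 50 min reaction at room temperature.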
# SENP7 block – blocks the human protease SENP7; Q9BQF6; recombinant SENP7, Z-RLRGG-aminoluciferin luminescence, 40 min; inhibition, % at 5 µM; 330,000 tested, 1.5% active;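 active means inhibition above about 50% at the single test dose, limit read from the data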;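 further: plate controls were DMSO with enzyme for no effect and no enzyme buffer wells for full effect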
# Target sequence (Q9BQF6 706-1050 limits assumed): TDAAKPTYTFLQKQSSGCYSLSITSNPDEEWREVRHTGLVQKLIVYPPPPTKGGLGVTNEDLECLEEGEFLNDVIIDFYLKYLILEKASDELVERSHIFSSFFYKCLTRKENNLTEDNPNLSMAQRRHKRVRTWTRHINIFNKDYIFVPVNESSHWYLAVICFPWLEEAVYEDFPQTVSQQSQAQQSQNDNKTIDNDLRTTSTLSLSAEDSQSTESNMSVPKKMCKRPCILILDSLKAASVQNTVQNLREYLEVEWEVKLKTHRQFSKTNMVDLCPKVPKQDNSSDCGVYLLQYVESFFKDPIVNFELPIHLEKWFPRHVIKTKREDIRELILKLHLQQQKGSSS
# SENP8 block-1 – SENP8 (human) protease inhibition; recombinant SENP8, Nedd8 substrate fluorescence; inhibition, % at 20 µM; 360,000 tested, 0.64% active; AID 602440; in the data active means inhibition mostly above about 40%, no sharp cut-off; inactive means mostly below about 27%
# SENP6 inh – inhibitors of human SENP6 protease. Recombinant SENP6 catalytic domain, aminoluciferin luminescence. inhibition, % at 10 µM. 330,000 tested, 1.8% active. Q9GZR1;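 active means inhibition above about 50% at the single tested dose, limit read from the data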;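 further: plate controls were DMSO wells with enzyme for no effect and DMSO wells lacking enzyme for full effect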
# Target sequence (Q9GZR1 628-1112 limits assumed): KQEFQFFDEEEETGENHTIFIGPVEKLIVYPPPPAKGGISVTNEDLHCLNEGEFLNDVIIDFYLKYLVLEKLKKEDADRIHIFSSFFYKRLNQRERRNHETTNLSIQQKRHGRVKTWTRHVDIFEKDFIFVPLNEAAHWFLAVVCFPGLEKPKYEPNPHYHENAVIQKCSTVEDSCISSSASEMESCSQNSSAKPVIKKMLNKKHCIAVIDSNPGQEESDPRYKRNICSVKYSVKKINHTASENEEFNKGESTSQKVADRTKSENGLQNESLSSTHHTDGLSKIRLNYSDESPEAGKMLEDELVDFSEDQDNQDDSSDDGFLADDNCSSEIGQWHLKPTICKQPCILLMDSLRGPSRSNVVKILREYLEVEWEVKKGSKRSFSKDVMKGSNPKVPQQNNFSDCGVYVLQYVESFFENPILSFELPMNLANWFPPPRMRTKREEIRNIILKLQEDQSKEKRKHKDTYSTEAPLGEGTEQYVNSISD
# PfGluPho inh – PfG6PD (Plasmodium falciparum) enzyme inhibition | inhibition, % at 20 µM | PfGluPho enzyme, NADPH resazurin-diaphorase fluorescence | 350,000 tested, 0.78% active;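 active means inhibition reaching at least a set limit at 20 µM in the primary screen, cut at about 59% in these data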;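 further: 0% = DMSO wells with substrate and 100% = DMSO wells lacking glucose-6-phosphate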
# HKDC1 inh – inhibitors of human hexokinase HKDC1 | Q2TB90 | recombinant HKDC1, G6PDH/diaphorase resazurin coupled fluorescence | inhibition, % at 20 µM | 340,000 tested, 0.16% active | AID 493160;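 active means inhibition above about 35% when tested at 20 µM, limit read from the data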;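 further: plate controls were DMSO wells with enzyme for no effect and DMSO wells lacking enzyme for full effect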
#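 System: Recombinant HKDC1 hexokinase | Amount: HKDC1 at 5 µg/mL | Reagent: Glucose with 1 mM ATP | Doses: Single 20 µM dose | Incubation: Reaction time 90 min, room temperature, protected from light | Signal: Coupled resazurin fluorescence, excitation 525 nm, emission 613 nm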
# Apaf1 inhib – human Apaf-1 inhibition; 330,000 tested, 0.71% active; reconstituted apoptosome caspase-3 activity, DEVD-Rh110 fluorescence; O14727; inhibition, % at 20 µM; active means inhibition of at least 40% at 20 µM;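 further: plate controls were DMSO wells for no effect and DEVD-CHO caspase inhibitor wells for full effect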
#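 detection = Rh110 fluorescence intensity | test system = biochemical Apaf-1 apoptosome reconstitution | also added = cytochrome c and DEVD-Rh110 substrate | schedule = 30 min plus 50 min, RT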
# SENP8 block-2 – inhibitors of human SENP8 protease | AID 2540 | 330,000 tested, 1.2% active | purified SENP8, Z-RLRGG-aminoluciferin cleavage, luminescence | inhibition, % at 10 µM; in the data active means inhibition above about 50%
# * marks the source's active call; other numbers are inactive results; / = no result given.
SMILES,SENP1 FRET inh,SENP7 block,SENP8 block-1,SENP6 inh,PfGluPho inh,HKDC1 inh,Apaf1 inhib,SENP8 block-2
NS(=O)(=O)c1ccc(NC(=S)N2CCC(Cc3ccccc3)CC2)cc1,2,-7,22,-33,43,1,7,-1
CC1(C)CC(NC(=O)C(Cl)(Cl)Cl)CC(C)(C)N1,0,-4,24,-24,12,8,-2,-1
CC(CN1CCOCC1)OC(=O)C1COc2ccccc2O1 (configuration not stated),2,-10,20,-4,-15,-9,10,-8
CC(C)N1CCC(N2CCN(C3CCCCCC3)CC2CCO)CC1 (configuration not stated),-1,-4,35,-14,13,-2,0,-8
COc1cccc2cc(C(=O)NC(C)c3ccccc3)c(=O)oc12 (configuration not stated),0,7,-63,3,-24,1,14,7
COc1ccc(C2C(C(=O)N3CCCCC3)c3ccccc3C(=O)N2C)cc1 (configuration not stated),0,7,3,0,-17,1,4,5
CCOC(=O)N1CCN(CCC(=O)c2ccc(OC)cc2)CC1,-1,-3,6,-17,9,-7,-11,-2
Cc1cc(C)n2nc(SCC(=O)Nc3ccc(F)cc3)nc2n1,-1,2,10,0,-7,-3,-8,1
COc1cccc(-c2ccc3ncnc(NCc4cccc(C)c4)c3c2)c1,1,0,-352,-3,6,-4,20,-6
N#C/C(=C\c1ccc(C#N)cc1)C(=O)N1CCCC1,1,0,4,-6,/,/,-16,2
COC(=O)CC1C(=O)NCCN1C(=O)CSc1nc2ccc([N+](=O)[O-])cc2s1 (configuration not stated),1,1,16,45,6,13,0,8
COc1ccc(NC(=O)CN(C)C(=O)Cc2ccc(-c3ccccc3)cc2)cc1,-59,5,-67,-4,1,-2,6,-8
NC(=O)C1CCN(CCC(=O)Nc2ccc3c(c2)CCC3)CC1,1,13,17,21,-7,2,3,4
CC(C)c1nnc(-c2ccc(Cl)cc2)c(N(C)C)n1,-1,-3,-7,-9,-3,-2,7,-10
CC1(C)Nc2ccccc2N(CCC(=O)N2CCOCC2)C1=O,2,15,5,7,13,-6,-4,-11
Cc1nc2ccc(S(=O)(=O)NC(C(=O)Nc3nccs3)C(C)C)cc2s1 (configuration not stated),-4,-1,0,-4,46,5,-7,8
Cc1ccc(SCCN2CCN(C)CC2)cc1,0,-6,28,0,-14,-5,-8,2
Cc1cccc(-c2noc(-c3ccccc3C(=O)NCc3ccco3)n2)c1,-3,1,1,0,21,2,5,3
O=C1CSC(=S)N1N=Cc1cccc2ccccc12,3,/,30,/,7,7,/,/
O=Cc1c[nH]c2ccc(S(=O)(=O)N3CCOCC3)cc12,-2,-11,0,-14,-7,-3,-4,-5
COc1ccc(CN(C)CCc2ccccn2)cc1OC,0,-6,30,-9,-12,-5,4,-12
CC(=O)Cn1c(=O)c2c(nc3n2CCCN3Cc2ccccc2)n(C)c1=O,3,-1,11,-4,7,4,6,-2
O=C(COc1ccccc1-c1ccccc1)N/N=C/c1cccnc1,6,-7,4,-22,-17,-7,2,-7
S=C(NCCc1ccccn1)Nc1ccccc1,1,1,23,-10,1,-11,-2,1
O=C(COC(=O)c1cc(=O)c2ccccc2o1)NC1CCCCC1,1,0,5,-2,11,3,-4,4
Cc1ccc2nc(N3CCN(S(=O)(=O)c4ccc(C)c(Cl)c4)CC3)c(C#N)cc2c1,-150,-1,-330,-13,-4,9,2,7
COc1ccccc1CN1C(=O)CN(C2CCCCCC2)C(=O)C1c1ccc(F)cc1 (configuration not stated),4,0,5,1,5,16,5,2
O=C(OCC(=O)N1CCCC1=O)c1ccc(F)c(S(=O)(=O)N2CCOCC2)c1,4,-13,7,-15,-2,-6,-1,-8
CN1C(=O)C(Cl)(Cl)C(=O)c2ccccc21,-1,/,-420,/,44,-7,/,/
S=c1[nH]nc(-c2ccccn2)n1/N=C/c1ccc(-c2ccccc2Br)o1,0,/,-6,/,8,10,/,/

# Structures above that have two or more sulfur atoms (4):
SMILES,SENP1 FRET inh,SENP7 block,SENP8 block-1,SENP6 inh,PfGluPho inh,HKDC1 inh,Apaf1 inhib,SENP8 block-2
NS(=O)(=O)c1ccc(NC(=S)N2CCC(Cc3ccccc3)CC2)cc1,2,-7,22,-33,43,1,7,-1
COC(=O)CC1C(=O)NCCN1C(=O)CSc1nc2ccc([N+](=O)[O-])cc2s1 (configuration not stated),1,1,16,45,6,13,0,8
Cc1nc2ccc(S(=O)(=O)NC(C(=O)Nc3nccs3)C(C)C)cc2s1 (configuration not stated),-4,-1,0,-4,46,5,-7,8
O=C1CSC(=S)N1N=Cc1cccc2ccccc12,3,/,30,/,7,7,/,/

# New compounds follow
SMILES,SENP1 FRET inh,SENP7 block,SENP8 block-1,SENP6 inh,PfGluPho inh,HKDC1 inh,Apaf1 inhib,SENP8 block-2
OCCN(Cc1ccccc1)CC(O)COc1ccc2c(c1)OCO2 (configuration not stated),0,-3,16,-26,14,-2,-4,5
COc1ccc(F)cc1C(=O)C1CCCN(C(=O)c2ocnc2C)C1 (configuration not stated),0,-2,-3,-20,-2,-5,3,-11
CN(C)CCN1C(=O)NC(C)(c2ccc([N+](=O)[O-])cc2)C1=O (configuration not stated),0,-3,8,-35,-11,14,5,-12
CC1(C)CC(=O)C2=C(C1)N(c1ccccc1)C(=O)C(C(=O)OCc1ccccc1)C2 (configuration not stated),-1,/,0,/,12,-3,/,/
COc1cc(OC)cc(-c2c(-c3cccs3)c3cc(-c4ccc(OC)nc4)ccc3n2C)c1,-14,4,-485,8,7,3,8,4
Cc1noc(C)c1C(=O)Nc1sc2c(c1C(N)=O)CCCCC2,-4,13,-24,-1,-10,0,-9,2
CC1=C(C(N)=O)C(c2ccc(Cl)cc2)n2nc(CCCO)nc2N1 (configuration not stated),2,7,-22,-14,-9,1,0,1
O=Cc1cn(Cc2ccccc2)nc1-c1cccnc1,0,8,6,1,7,2,1,1
CCOc1ccccc1CN1CCN(Cc2nc3c(s2)CCCC3)CC1CCO (configuration not stated),-4,-6,8,-24,-8,-8,6,-9
CCn1nc(C)c(NC(=O)CCSc2nc(-c3ccco3)cc(C(F)(F)F)n2)c1C,0,-1,5,19,2,-2,-246,9
CC1CCN(S(=O)(=O)c2ccc(NC(=O)c3ccncc3)cc2)CC1,0,1,2,-5,-4,-4,24,-1
Cc1ccccc1OC(C)C(=O)Nc1ccc(S(=O)(=O)Nc2nccs2)cc1 (configuration not stated),2,4,5,-15,-24,5,7,2
NC(=O)CSc1nnc(COc2ccccc2)n1CCc1ccccc1,1,-4,19,-5,2,-7,-11,-7
O=C(NNC1=NCCN1Cc1ccccc1)c1cccc(C(F)(F)F)c1,-1,-2,7,-21,-26,2,-6,-6
Cc1noc(C)c1COc1ccc(C(=O)OCC(=O)Nc2cccc(S(=O)(=O)N3CCOCC3)c2)cc1,3,-5,6,-19,7,-2,-1,-5
CSc1nc(Oc2ccccc2)c2sccc2n1,0,4,20,20,-1,4,6,14
Cc1nn(-c2ccccc2)c2nc(C(F)(F)F)[nH]c(=O)c12,2,-1,-26,1,15,-6,-2,4
O=C1NC(=O)/C(=C/c2ccco2)N1,3,1,-17,3,7,-4,-4,6
CCOC(=O)CSC1=C(C#N)C(c2ccccc2OC)CC(=O)N1 (configuration not stated),2,-7,9,1,4,-2,2,0
O=C1C=C(Nc2ccc(Cl)cc2Cl)CC(c2ccco2)C1 (configuration not stated),3,-1,0,9,-15,-11,14,-1

# In the list so far, two contain a nitro group on carbon:
SMILES,SENP1 FRET inh,SENP7 block,SENP8 block-1,SENP6 inh,PfGluPho inh,HKDC1 inh,Apaf1 inhib,SENP8 block-2
COC(=O)CC1C(=O)NCCN1C(=O)CSc1nc2ccc([N+](=O)[O-])cc2s1 (configuration not stated),1,1,16,45,6,13,0,8
CN(C)CCN1C(=O)NC(C)(c2ccc([N+](=O)[O-])cc2)C1=O (configuration not stated),0,-3,8,-35,-11,14,5,-12

# The list goes on:
SMILES,SENP1 FRET inh,SENP7 block,SENP8 block-1,SENP6 inh,PfGluPho inh,HKDC1 inh,Apaf1 inhib,SENP8 block-2
O=C1N=c2ccc(Br)cc2=C1c1sc(=S)n(NS(=O)(=O)c2ccccc2)c1O,4,12,18,2,-16,28,2,-5
CC(=O)c1ccc(OCc2cc(C(=O)N(C)Cc3ncc(C)[nH]3)no2)cc1,2,-3,6,0,6,-5,-12,2
COc1ccc(NS(=O)(=O)c2ccc(C)c(C(=O)NCC(c3cccs3)N3CCOCC3)c2)cc1 (configuration not stated),1,-10,18,-9,-17,22,23,-7
COc1ccc(CCN(C)C2CCCN(C(=O)CCC(F)(F)F)C2)cc1OC (configuration not stated),-5,1,0,5,21,-3,-11,9
CC1CCN(S(=O)(=O)N2CCCC(C(=O)NCc3ccccc3Cl)C2)CC1 (configuration not stated),-1,2,3,-13,-6,-4,0,4
CS(=O)(=O)c1ccc(Cl)c(NC(=O)c2cccc(-n3cnnn3)c2)c1,0,-1,6,-1,30,-5,-6,11
COc1cc(OC)cc(C(=O)NCc2ccc(-n3cccc3)cc2)c1,-1,-1,8,-2,2,-3,-1,-8
Oc1cccc2ccc(/C=C/c3cccs3)nc12,0,95*,-54,96*,20,17,15,88*
Cc1cc(C)cc(NC(=O)Cn2c(-c3ccccc3Cl)nc3ccccc32)c1,-1,-10,8,-11,-9,1,11,-11
CC(C)C(NC(=O)c1ccccc1NC(=O)C(C)(C)C)C(=O)N1CCOCC1 (configuration not stated),-1,-4,-20,0,13,-7,-11,5
Cn1c(SCC(=O)NC(=O)c2cccc([N+](=O)[O-])c2)nnc1-c1ccc(F)cc1,0,0,16,-9,1,-7,-10,1
CC(Sc1ccc2ccccc2c1)C(=O)NC(N)=O (configuration not stated),2,5,10,-8,2,-6,-12,2
